ARFGAP1 inhibitor = inhibits rat ARF GTPase activating protein 1 | Q62848 | Arfgap1-stimulated ARF1 GTP hydrolysis, GDP FP detection | inhibition, % at 16.5 µM | actives 0.26% (n = 360,000);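 active means inhibition above a per-plate limit, mean inhibition of low control wells plus 3 SD, cut at about 25% in these data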;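 further: 0% = DMSO wells with enzyme and 100% = wells lacking Arfgap1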
Target sequence (Q62848 1-136 limits assumed): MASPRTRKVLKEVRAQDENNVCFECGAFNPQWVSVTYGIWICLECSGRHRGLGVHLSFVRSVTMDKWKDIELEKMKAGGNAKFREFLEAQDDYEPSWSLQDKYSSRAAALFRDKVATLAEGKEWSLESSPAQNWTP
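Material – truncated rat Arfgap1 GAP domain · Buffer or medium – HEPES-based buffer, pH 7.5 · Reagent – human ARF1(Δ1-17)-GTP substrate · Dosing – 16.5 µM single point, 1.26% DMSO · Schedule – GTP hydrolysis reaction 2 h at 25 °C · Technique – GDP detection by fluorescence polarization · Benchmarks – No-Arfgap1 wells (100%) versus DMSO full-reaction wells (0%) · Repeats – single replicate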
Tn7 DDE FP = disrupts Tn7 cyclic peptide binding to fibrin D-Dimer-E complex; actives 0.13% (n = 370,000); FP displacement of FITC-Tn7 peptide from fibrin DD(E); 0% = median of compound wells per plate; AID 720508; inhibition, % at 8.3 µM;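 active means inhibition above the mean of compounds falling within the control limits plus 3 SD of them, cut at about 14% in these data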;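 further: 0% = plate median of compound wells and 100% = 10 µM Aha-Tn7 peptide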
Target sequence (P02675 whole entry, looked up): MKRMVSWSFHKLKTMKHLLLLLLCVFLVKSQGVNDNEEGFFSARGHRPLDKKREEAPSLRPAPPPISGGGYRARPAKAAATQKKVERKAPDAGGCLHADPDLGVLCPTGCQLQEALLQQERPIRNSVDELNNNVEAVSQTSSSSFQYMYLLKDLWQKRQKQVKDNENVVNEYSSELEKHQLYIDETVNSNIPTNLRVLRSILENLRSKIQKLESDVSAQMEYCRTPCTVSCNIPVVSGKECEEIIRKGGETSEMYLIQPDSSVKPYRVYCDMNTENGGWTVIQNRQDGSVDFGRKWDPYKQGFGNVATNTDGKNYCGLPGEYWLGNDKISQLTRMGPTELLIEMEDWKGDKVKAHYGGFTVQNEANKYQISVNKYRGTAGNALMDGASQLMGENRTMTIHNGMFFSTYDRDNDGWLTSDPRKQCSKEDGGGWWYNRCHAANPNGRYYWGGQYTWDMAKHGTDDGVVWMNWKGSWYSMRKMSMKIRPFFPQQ
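assay system = human clot-derived fibrin DD(E) complex | quantity = Fibrin-DD(E) at 2 µM final | timing = 10 min preincubation, 3 h with tracer, room temperature | signal = fluorescence polarization | measure = percent inhibition | benchmarks = high control wells with 10 µM unlabelled Aha-Tn7 peptide (full inhibition) | replicates = singlicate testing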
PLC-beta3 inh = inhibitors of human phospholipase C beta3. Q01970. Purified PLC-beta3, fluorogenic substrate, fluorescence. inhibition, % at 12.2 µM. actives 0.18% (n = 370,000); in the data active means inhibition above about 11%;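 further: 0% = median of compound wells on plate and 100% = full blocker control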
PLC-gamma1 inh = inhibitors of human phospholipase C gamma1 | P19174 | purified PLC-gamma1, fluorogenic substrate, fluorescence | inhibition, % at 12.2 µM | actives 0.84% (n = 370,000); in the data active means inhibition above about 9.5%
ADAM10 inh = inhibits human ADAM10; O14672; recombinant ADAM10, EDANS/DABCYL FRET peptide cleavage, 3 h; inhibition, % at 7 µM; actives 0.62% (n = 370,000); AID 720582;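 active means inhibition above a per-campaign cutoff equal to the mean of compounds falling between control-based bounds plus 3 SD, cut at about 20% in these data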;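 further: 0% = DMSO wells while the 100% control is not disclosed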
ASAP1 GAP inh = inhibitors of human ASAP1 ArfGAP activity; actives 0.19% (n = 360,000); ASAP1-stimulated ARF1 GTP hydrolysis, GDP FP detection; Q9ULH1; inhibition, % at 16.5 µM; in the data active means inhibition above about 25%;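 further: 0% = vehicle with enzyme and substrate and 100% = no enzyme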
Target sequence (Q9ULH1 325-724 limits assumed): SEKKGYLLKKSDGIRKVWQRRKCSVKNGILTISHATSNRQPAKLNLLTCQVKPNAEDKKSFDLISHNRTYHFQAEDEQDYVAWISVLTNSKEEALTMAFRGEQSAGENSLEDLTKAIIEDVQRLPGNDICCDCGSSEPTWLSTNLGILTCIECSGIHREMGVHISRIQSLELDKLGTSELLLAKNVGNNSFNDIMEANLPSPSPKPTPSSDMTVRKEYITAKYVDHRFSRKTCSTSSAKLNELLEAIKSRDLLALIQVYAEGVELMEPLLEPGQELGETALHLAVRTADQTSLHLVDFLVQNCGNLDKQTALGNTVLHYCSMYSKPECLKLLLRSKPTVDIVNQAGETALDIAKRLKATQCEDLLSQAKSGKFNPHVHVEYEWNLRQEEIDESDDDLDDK
DDE Tn6 FP inh = DD(E)-Tn6 binding inhibition, primary FP screen; P02675; Fibrin DD(E) TRITC-Tn6 fluorescence polarization displacement; inhibition, % at 8.3 µM; actives 0.21% (n = 370,000); AID 720509;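 active means inhibition above a per-campaign cutoff: mean of compounds within control limits plus 3 SD, cut at about 15% in these data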;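 further: 0% = median of all compound wells on the plate and 100% = blocking peptide control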
SIAE primary = inhibitors of human sialic acid acetylesterase SIAE | Q9HAT2 | SIAE FP-Rh probe binding, fluorescence polarization | inhibition, % at 9.66 µM | actives 0.69% (n = 370,000) | AID 1053197;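 active means inhibition above a cutoff: mean of compounds within the control limits plus 3 SD of those, cut at about 17% in these data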;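 further: 0% = plate median of compound wells and 100% = probe without SIAE protein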
TDP2 absorb = blocks human TDP2 phosphodiesterase activity. O95551. recombinant TDP2, T5PNP hydrolysis, p-nitrophenol absorbance 415 nm. inhibition, % at 12.8 µM. actives 0.34% (n = 370,000);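 active means inhibition above the mean of all tested compounds plus 3 SD, set per campaign, cut at about 25% in these data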;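 further: 0% = DMSO with enzyme and 100% = buffer with substrate but no TDP2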
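Test system: human TDP2 enzyme; Input: 120 nM TDP2 per well; Buffer or medium: Mg2+-containing Tris-HCl buffer, pH 7.5; Reagent: 5 mM T5PNP; Dosing: 12.8 µM single point, 1% DMSO; Incubation: reaction 2 h, 37 °C; Detection: p-Nitrophenol epi absorbance; Read-out: % inhibition relative to enzyme-containing and enzyme-free wells; Replicates: single well per compound.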
ADAM17 inh = inhibitors of human ADAM17; P78536; recombinant ADAM17, EDANS/DABCYL FRET peptide cleavage; inhibition, % at 6.95 µM; actives 0.83% (n = 370,000); AID 720648;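 active means inhibition above the mean of compounds lying between control limits plus 3 SD, set per campaign, cut at about 8.5% in these data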;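 further: 0% = DMSO-only wells as the low control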
Numbers without * were called inactive; i = inactive; x = not tested or not shown.

SMILES	ARFGAP1 inhibitor	Tn7 DDE FP	PLC-beta3 inh	PLC-gamma1 inh	ADAM10 inh	ASAP1 GAP inh	DDE Tn6 FP inh	SIAE primary	TDP2 absorb	ADAM17 inh
COc1ccc(OC)c(-n2c(C)nc3cc(C(=O)O)ccc32)c1	4	8	1	-1	0	-7	5	1	6	-3
O=C(COC(=O)C1CC2CCCC(C1)C2=O)Nc1ccc(Cl)cn1 (configuration not stated)	-5	4	-9	1	-16	1	0	1	-1	-6
O=C(CCc1ccccc1)C(=O)N1CCCC(C(=O)c2cccc(Cl)c2)C1 (configuration not stated)	-4	-8	3	5	6	16	-4	-2	-9	4
CCS(=O)(=O)n1nc(-c2ccc(Cl)cc2)nc1SC	-3	-4	2	-3	-9	-1	-6	1	9	-3
C=C(C)C1CC=C(C)/C(=N\NC(=O)CNc2ccccc2OC)C1 (configuration not stated)	8	8	-2	-1	-5	-7	-1	-3	9	-5
Fc1cccc(Cl)c1CSc1nnc(CNc2ccccc2)o1	2	-4	4	4	24*	12	0	-2	-11	14*
C=CCN1C(=O)S/C(=C/c2ccc(Sc3nc4ccccc4[nH]3)o2)C1=O	1	0	-25	-20	3	-17	1	5	2	3
Cc1noc(NS(=O)(=O)c2ccc(NC(=O)CCC3CCCC3)cc2)c1C	1	-5	0	2	2	-10	-2	12	3	-3
CN(C(=O)c1ccc2c(=O)n3c(nc2c1)CCCCC3)c1ccccc1F	3	-9	-6	0	-7	0	5	-2	-4	-2
Cc1ccc(NC(=O)CC[C@H]2O[C@@H](n3cnc4c(NC(=O)c5ccccc5)ncnc43)[C@H](O)[C@@H]2O)cc1C	-4	2	1	3	-8	-6	-2	14	-3	-1
Cc1cc(OCC(=O)N2CCC(C(N)=O)CC2)c2c(C)cc(=O)oc2c1	-7	0	-85	-71	-221	-6	1	-5	-4	-48
COc1ccc(C)cc1NC(=O)c1nn(-c2ccccc2)cc1OC	7	-1	-38	-21	2	13	-7	-37	18	0
O=C(N/N=C/c1cccc(OC(=O)c2ccc([N+](=O)[O-])cc2)c1)c1cccnc1	-14	4	-7	0	-5	-12	6	2	11	-3
C=C1C(C(=O)Nc2ccc(F)cc2)C1C(=O)Nc1ccc(F)cc1 (configuration not stated)	-2	0	-2	5	-6	-3	-7	-5	-3	0
Cc1nc2ccc(NC(=O)c3ccc([N+](=O)[O-])cc3)cc2[nH]1	-1	0	2	-2	-2	6	-7	-3	-7	0
Cc1ccc(C#N)c(SCc2nnc(-c3ccc(Cl)cc3)o2)n1	-4	-1	-28	-20	-22	-5	0	-4	14	-9
COc1ccc(CN2C(=O)CCC2(C)C(=O)NC2CCCCC2)c(OC)c1 (configuration not stated)	-2	-4	-1	1	-1	0	7	-4	11	1
CC(=O)N1c2ccc(S(=O)(=O)NCC3CCC(C(=O)N4CCCC(C)C4)CC3)cc2CC1C (configuration not stated)	8	4	-8	1	0	3	6	5	-12	-4
CC(C)(C)c1cc(C(=O)O)n[nH]1	11	-3	2	0	-4	-3	9	1	1	-2
CSc1ccc(CCNC(=O)CN2C(=O)CCSc3ccccc32)cc1	-7	9	-3	1	10	6	3	2	19	-2
CC1(C(=O)Nc2ccc3c(c2)OCCO3)CCC(=O)N1C1CC1 (configuration not stated)	4	1	2	0	-2	9	-1	9	-5	2
CC1CN(C(=O)CN2C(=O)c3ccccc3S2(=O)=O)CC(C)O1 (configuration not stated)	3	1	0	0	2	-4	7	3	6	-5
O=C(/C=C/c1ccc(F)cc1)NCCCN1CCN(CCCNC(=O)/C=C/c2ccc(F)cc2)CC1	-2	-3	5	6	3	0	2	-2	-2	2
CC(C)(C)OC(=O)N(CCc1ccccc1)Cc1cccc(OCc2cccc(NC(=O)C3CC3)c2)c1	5	-3	0	0	0	8	-3	-27	2	7
Cc1ccccc1CS(=O)(=O)Cc1ccc(C(=O)N2CCOCC2)o1	9	-4	5	5	-7	3	10	-1	-3	1
Carrying on.
SMILES	ARFGAP1 inhibitor	Tn7 DDE FP	PLC-beta3 inh	PLC-gamma1 inh	ADAM10 inh	ASAP1 GAP inh	DDE Tn6 FP inh	SIAE primary	TDP2 absorb	ADAM17 inh
COc1ccc([C@H]2CC(=O)C[C@@H](CCn3cc(-c4ccccn4)nn3)O2)cc1	14	6	-11	-1	-14	-2	-4	-6	-3	-7
O=C(CN(Cc1ccccc1)S(=O)(=O)c1cccc(C(F)(F)F)c1)NC1CCCCC1	-1	8	0	2	-2	5	5	-1	1	-2
Cc1cc(N(C)/N=C/c2ccccc2)nc(-c2ccccc2O)n1	9	3	-3	-6	-3	2	7	0	1	-1
COc1ccc2c(c1)CCc1cn3nc(C)cc3nc1-2	2	0	i	-470	-144	1	8	7	1	-49
Cc1cnc(C(=O)Oc2c(C)ccc(C)c2C)cn1	2	0	-3	-1	-3	11	0	1	-5	-5
O=C(N/N=C/c1ccoc1)c1cc(O)cc(O)c1	6	-1	-11	-1	-11	-18	3	9	0	-1
O=C1CCN(C(=O)CSc2ccc(Cl)cc2)N1	-8	0	1	5	-3	-1	-8	-8	-4	-5
COc1cc(C(=O)N(Cc2ccc(N(C)C)cc2)C2CCS(=O)(=O)C2)cc(OC)c1OC (configuration not stated)	-5	-11	2	2	0	-7	-10	7	4	-3
Cc1ccc(C(=O)N2CCC(C(N)=O)CC2)cc1C	13	-4	2	-1	-1	-4	2	6	1	-1
CC1c2ccsc2CCN1S(=O)(=O)c1ccccc1 (configuration not stated)	5	1	-8	-2	-5	-14	6	-5	3	-3
O=C(NNC(=O)c1ccco1)c1ccc(NS(=O)(=O)c2cccs2)cc1	8	-2	-6	2	-5	6	-6	-4	12	-5
Cc1nnc(SCC(=O)N(Cc2ccccc2)C(C)(C)C)[nH]c1=O	5	-3	2	2	2	-2	9	4	-8	3
Nc1nc(SCC(=O)N2CCCCC2)[nH]c(=O)c1NC(=O)c1ccccc1F	-5	8	-2	1	-2	11	2	8	8	-6
Cc1cc(N2CCOCC2)nc2ccc(NC(=S)N3CCCCC3C)cc12 (configuration not stated)	1	-3	i	i	i	11	-5	11	3	-348
c1cnc(N2CCN(c3cnccn3)CC2)nc1	-5	-3	1	-1	-1	-9	-1	1	4	-3
O=C(COC(=O)c1cccc(OC(F)F)c1)NC1CCCC1	8	8	-11	-3	-11	-5	2	-2	-6	-4
CC(OC(=O)CCCN=C1NS(=O)(=O)c2ccccc21)C(=O)NC1CCCCC1C (configuration not stated)	-1	3	-7	0	-7	-11	2	2	1	-5
Cc1cc(C)n(Cc2ccc(C(=O)Nc3cccc(Br)c3)o2)n1	12	-3	0	3	7	-7	-4	6	10	3
Cc1cc(C)cc(NC(=S)NC2CC3CCC(C2)N3Cc2ccco2)c1 (configuration not stated)	10	3	-3	3	-3	-4	2	-8	-14	0
COc1ccc(OC)c(CNC(=O)CCCn2ccc3cc(S(=O)(=O)N4CCCC4)ccc32)c1	-3	-1	-7	-3	1	-9	5	0	-2	-3
CC(=O)C12CCCCC1CC1C3CC(C)C4(O)CC(=O)CCC4(C)C3CCC12C (configuration not stated)	4	-4	-4	0	-4	2	2	-5	-4	-9
O=C(Nc1ccc2c(c1)OCCO2)C1c2ccccc2OCC(=O)N1CCc1ccccc1 (configuration not stated)	10	-3	-1	-2	-9	14	1	-2	8	-2
CCNC(=O)N1CCN(c2ccc(N3CCN(C(=O)NCC)[C@H](C)C3)c(C)c2)[C@H](C)C1	-1	-2	0	-1	-15	5	-1	4	-10	-7
O=C(O)C1=C[C@H](c2csc3ccccc23)C[C@H](OCCCCO)O1	8	1	-26	-24	-34	-1	-2	-2	-3	-11
CCOC(=O)c1sc(NC(=O)c2ccccc2C(=O)O)c(C(=O)OCC)c1C	10	4	-11	-6	6	8	-5	-6	-16	-9

4 of the compounds above, with bars between the fields.
SMILES | ARFGAP1 inhibitor | Tn7 DDE FP | PLC-beta3 inh | PLC-gamma1 inh | ADAM10 inh | ASAP1 GAP inh | DDE Tn6 FP inh | SIAE primary | TDP2 absorb | ADAM17 inh
O=C(COC(=O)C1CC2CCCC(C1)C2=O)Nc1ccc(Cl)cn1 (configuration not stated) | -5 | 4 | -9 | 1 | -16 | 1 | 0 | 1 | -1 | -6
O=C(CCc1ccccc1)C(=O)N1CCCC(C(=O)c2cccc(Cl)c2)C1 (configuration not stated) | -4 | -8 | 3 | 5 | 6 | 16 | -4 | -2 | -9 | 4
CCS(=O)(=O)n1nc(-c2ccc(Cl)cc2)nc1SC | -3 | -4 | 2 | -3 | -9 | -1 | -6 | 1 | 9 | -3
C=C(C)C1CC=C(C)/C(=N\NC(=O)CNc2ccccc2OC)C1 (configuration not stated) | 8 | 8 | -2 | -1 | -5 | -7 | -1 | -3 | 9 | -5

The list continues.
SMILES	ARFGAP1 inhibitor	Tn7 DDE FP	PLC-beta3 inh	PLC-gamma1 inh	ADAM10 inh	ASAP1 GAP inh	DDE Tn6 FP inh	SIAE primary	TDP2 absorb	ADAM17 inh
O=C(CSc1ncc(C(=O)O)n1-c1ccc(F)cc1)NCc1ccc2c(c1)OCO2	6	0	6	-2	4	-2	-4	-9	-4	3
C=CCNC(=O)c1ccc(OC)cc1	13	-11	-5	3	-2	12	8	-3	3	-6
Cn1nnc2cc(C(=O)N3CCN(c4ccccn4)CC3)ccc21	-10	0	-4	0	-5	-8	2	-8	6	-1
O=C(c1ccccc1)N1CCN(C(=O)C2CC2)CC1	-3	-3	-2	4	4	0	4	-2	-1	0
COc1ccc(OC)c(S(=O)(=O)N2CCC(C(=O)N3CCN(C4CCCCC4)CC3)CC2)c1	x	6	0	-1	-5	x	-4	3	1	-2
CC(=O)C1=C(C)N(Cc2ccccc2)C(=O)N[C@H]1CCc1ccccc1	0	6	0	1	4	1	-3	-2	-3	-4
COC(=O)c1sccc1-c1ccc(C(=O)Nc2cccc(Cl)c2)o1	8	-4	-16	-8	5	2	3	-57	-15	0
CCOC(=O)CCCCCC(=O)Nc1ccc2c(c1)C(=O)N([C@@H](C)CO)C[C@@H](C)[C@H](CN(C)C(=O)c1ccncc1)OCCCC[C@H](C)O2	3	1	4	2	-6	7	8	4	0	0
CC(Sc1ncn[nH]1)C(=O)c1c(N)n(C)c(=O)n(C)c1=O (configuration not stated)	1	-2	-2	-3	-1	-6	-8	0	6	0
CCC(=O)N1CCN(c2ccc(NC(=O)c3ccc(Br)o3)cc2)CC1	3	1	0	0	-1	0	2	3	10	0
COc1ccccc1/C=C/C(=O)N1CCN(S(=O)(=O)c2cc(C)ccc2C)CC1	-1	-6	-8	-5	-22	5	9	-5	3	-10
Cc1ccc(N2CN(CCC3=CCCCC3)CNC2=S)cc1	5	-3	0	-1	6	-8	9	3	-13	-4

Source: PubChem (The Scripps Research Institute Molecular Screening Center)

Not a hit list. Share with any hit: about 3.6%.
